HIF-2a inh: HIF-2a reporter inhibitors, primary screen, luminescence, 786-0 RCC cells; 786-0 RCC cells HIF-2a reporter, luciferase luminescence, overnight; inhibition, % at 18.8 µM; actives 0.72% (n = 360,000);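 active = inhibition of the luminescence signal of 40% or more relative to plate controls, in a single-dose primary screen at 18.75 µM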
Shn3 3UTR inh: reduction of Shn3 3'UTR firefly luciferase signal, primary screen, Schnurri-3 inhibitor project, cell-based, Clone20 osteoblasts, set 2. Clone20 osteoblast Shn3 3'UTR firefly luciferase, 24 h. actives 0.52% (n = 360,000). inhibition, % at 12.5 µM. AID 588674, 2011;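 active = mean inhibition of at least 75% with every replicate also reaching 75%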;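 also: 0% = median of neutral control wells and 100% = pilot-screen positive control compound; some compounds past the cut are filed as inactive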
NR2E3 ag-1: inhibitors of NR2E3-RetCOR corepressor binding, primary screen, NR2E3 agonist project, biochemical, TR-FRET, GST-NR2E3, biotin-RetCOR | Photoreceptor-specific nuclear receptor (Homo sapiens), Q9Y5X4 | 1536-well | inhibition of corepressor binding, % at 4.78 µM | actives 0.12% (n = 320,000) | AID 2300, 2010;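 active = percent inhibition above the cutoff of mean plus 3 SD of all tested compounds, set per screening campaign, cut at about 20% in these data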;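 also: 0% = DMSO wells and 100% = biotin wells as full block of FRET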
Target sequence (Q9Y5X4 whole entry, looked up): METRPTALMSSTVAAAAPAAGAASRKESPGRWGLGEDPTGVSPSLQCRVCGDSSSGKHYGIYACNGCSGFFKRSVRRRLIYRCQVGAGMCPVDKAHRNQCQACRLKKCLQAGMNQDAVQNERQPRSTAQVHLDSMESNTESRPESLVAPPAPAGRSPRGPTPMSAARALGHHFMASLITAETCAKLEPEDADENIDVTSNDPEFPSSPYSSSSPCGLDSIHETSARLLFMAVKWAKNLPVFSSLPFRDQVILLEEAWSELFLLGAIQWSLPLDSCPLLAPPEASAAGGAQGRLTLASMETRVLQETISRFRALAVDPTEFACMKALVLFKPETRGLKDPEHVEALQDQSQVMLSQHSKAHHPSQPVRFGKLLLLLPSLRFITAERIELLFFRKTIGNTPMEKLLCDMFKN
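Format: 1536-well format; test system: GST-NR2E3 and biotin-RetCOR proteins; read-out basis: percent inhibition of TR-FRET ratio; timing: 5 h incubation at 4 °C; detection: time-resolved FRET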
KKLEB tox: cytotoxicity in KKLEB CF airway cells, primary screen, cytotoxicity control for CF NF-kB inhibitor project, cell-based, uHTS, fluorescence assay plates; KKLEB CF airway cells viability, ATPlite luminescence, overnight; stronger effect = lower value; cells stimulated with P. aeruginosa culture filtrate; activity change (cytotoxicity), % at 5 µM; actives 0.36% (n = 360,000);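 active = corrected activity change at or below -50% at 5 µM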
Peg3 promoter: Peg3 promoter-driven luciferase inhibitors, primary screen, cell-based, HeLa, luciferase luminescence. inhibition, % at 20 µM. actives 1.7% (n = 360,000). HeLa PEG-Prom luciferase reporter, overnight. AID 588405, 2011;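 active = inhibition of at least 50% at 20 µM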
NR2E3 ag-2: NR2E3 agonists in two-hybrid cells, primary screen, cell-based, luminescence, CHO-S, Gal4-NCOR/VP16-NR2E3; luciferase; inhibition of corepressor binding, % at 3.98 µM; actives 0.35% (n = 360,000); AID 602229, 2012;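 active = inhibition above the mean of all tested compounds plus 3 SD, cut at about 70% in these data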;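 also: 0% = DMSO with NR2E3 transfected cells and 100% = cells lacking NR2E3 construct; higher means lower luciferase signal from less NR2E3 corepressor binding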
TROY signal inh: inhibitors of TROY-driven NF-kB signaling, primary screen, Q293 LMP1-TROYcd cells, NF-kB luciferase, uHTS; inhibition, % at 10 µM; actives 0.98% (n = 360,000); Q293 LMP1-TROYcd NF-kB luciferase reporter, 4 h;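 active = compounds whose plate-normalised and pattern-corrected inhibition of the luciferase reporter signal at the single screening dose is 50% or more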
CF NFkB inh: inhibitors of PAF-induced NF-kB signaling, primary screen, cell-based, GFP fluorescence, uHTS; KKLEB NF-kB-GFP reporter, GFP fluorescence overnight; inhibition, % at 5 µM; actives 0.86% (n = 360,000); AID 588850, 2011;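 active = at least 50% inhibition at 5 µM, scaled per plate between neutral and stimulator controls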;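 also: PAF is a Pseudomonas aeruginosa culture filtrate used as stimulus; plate controls were PAF-stimulated DMSO wells for no effect and unstimulated DMSO wells for full effect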
TRPM1 prom inh: inhibitors of MITF-dependent TRPM1 promoter reporter, primary screen, cell-based, SK-MEL-5, single point, luciferase; SK-MEL-5 TRPM1 promoter luciferase, 24 h; inhibition, % at 12.5 µM; actives 0.83% (n = 330,000); AID 488899, 2010;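 active = mean inhibition across replicates of 60% or more, whatever share of single replicates reaches that level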; also: values of inactives mirror those of a sister screen read the other way
TRAIL sens C8: viability loss with TRAIL in NB7+C8 cells, primary screen, TRAIL sensitizer project, cell-based, ATPlite luminescence. actives 1% (n = 360,000). inhibition (viability loss, TRAIL sensitization), % at 10 µM;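 active = compounds causing at least 50% loss of cell viability in the single-dose screen, relative to plate controls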
TWEAK-Fn14 inh: inhibitors of TWEAK-Fn14 signaling, primary screen, luciferase reporter cells, uHTS; TWEAK-stimulated Fn14 reporter cells, luciferase luminescence, 8 h; inhibition, % at 10 µM; actives 2% (n = 360,000); AID 1159606, 2016; in the data active = inhibition above about 50%
Starred values were filed as active, the others as inactive; x = no result given. An excerpt; rates above refer to the full screens.

Under each structure – HIF-2a inh	Shn3 3UTR inh	NR2E3 ag-1	KKLEB tox	Peg3 promoter	NR2E3 ag-2	TROY signal inh	CF NFkB inh	TRPM1 prom inh	TRAIL sens C8	TWEAK-Fn14 inh
- CC(C)=CCC12CN3CCN(CC(C3)C1=O)C2
 : 2	-13	3	2	6	12	5	-12	12	-23	-7
- COc1cc2c(cc1OC)[C@@H]1C(=O)c3ccc4c(c3O[C@@H]1CO2)C[C@H](C(C)C)O4
 : 4	78	0	2	29	96*	29	1	26	22	27
- c1ccc(C2N3CCCN23)cc1 (configuration not stated)
 : 15	x	2	6	12	-6	3	2	6	-5	-12
- COc1ccc(CCNCC2CCCO2)cc1 (configuration not stated)
 : 17	-7	2	6	7	-13	-11	-9	44	10	-3
- COc1ccc(/C=C2/C(=O)N(Cc3ccco3)C(=O)N(C(C)C)C2=O)cc1
 : 11	13	-3	0	21	-5	12	-8	-2	3	-9
- COc1ccccc1N1CCN(Cc2ccc3c(c2)OCO3)CC1
 : 15	0	4	-8	19	1	-2	-6	-6	0	4
- O=Cc1cn(Cc2c(F)cccc2Cl)c2ccccc12
 : 14	21	1	-6	7	-16	32	8	9	8	26
- COc1ccc(O)c(CN2CCCC(C(=O)c3ccccc3SC)C2)c1 (configuration not stated)
 : 9	35	0	-1	-4	-27	-20	-6	5	-2	-3
- C=Cn1ccnc1P(=S)(c1ccc(N(C)C)cc1)c1nccn1C=C
 : 5	5	-2	10	9	-9	14	3	-5	-13	16
- CCC(=NC1CC1)c1c(O)n(C2CCCCC2)c(=O)[nH]c1=O
 : -33	2	-2	4	-20	-24	-24	1	-3	-14	-6
- CCCCCn1c(=O)c(C(=O)Nc2ccccc2)c(O)c2ccccc21
 : -44	-7	1	-4	-22	0	3	-9	3	-6	-10
- COC(=O)C1=C(c2ccc(F)cc2F)C[C@@H]2CC[C@H]1N2C(=O)NC1CC1
 : 2	-12	3	-8	-7	7	0	21	2	-12	11
- C[C@@]1([C@@H](NP(=O)(c2ccccc2)c2ccccc2)c2ccccc2)C[C@H]1CCO
 : 6	8	2	15	3	-18	9	-7	2	3	-4
- Cc1cc(/C=C2\C(=O)NC(=O)N(c3cccc(F)c3)C2=O)c(C)n1-c1cc(C(=O)O)cc(C(=O)O)c1
 : 8	-11	10	2	-2	-32	-19	-21	0	-2	-23
- O=Cc1cn(Cc2ccc(F)cc2)c2ccccc12
 : 10	6	0	-5	78*	-7	11	20	-4	7	22
- CCCCn1c(O)c(C(C)=NCc2cccnc2)c(=O)[nH]c1=O
 : 13	x	-1	-3	18	-24	17	-22	-6	-5	-14
- Cn1cc(C(O)CN2CCCCC2)c2ccccc21 (configuration not stated)
 : 21	-7	2	-11	5	-16	8	7	7	-15	-2
- Cn1c(O)c(C=NCCCN2CCCC2=O)c(=O)n(C)c1=O
 : 8	-12	1	4	-2	24	-6	0	11	-21	-14
- CCOP(=O)(OCC)c1cccc(OP(=O)(c2cccc([N+](=O)[O-])c2)c2cccc([N+](=O)[O-])c2)c1
 : 14	2	-1	4	16	12	1	-8	x	14	-4
- COc1cccc(C(=O)C2CCCN(Cc3ccccn3)C2)c1 (configuration not stated)
 : 18	12	5	6	22	19	-5	4	14	4	14
- COc1ccc(NC(=O)CN2CC=C(c3ccccc3)CC2)cc1S(=O)(=O)N1CCOCC1
 : 5	7	0	8	-2	-11	25	7	-10	-16	8
- CN(C)c1ccc(C=C2C(=O)NC(=O)NC2=O)cc1
 : 5	8	x	13	12	-33	5	-6	-11	4	-3
- CC1=CC2/C=C(\C)CCC(O)C(O)/C=C/C(=O)C23C(=O)NC(CC(C)C)C3C1C (configuration not stated)
 : 93*	99*	2	-64*	108*	0	61*	92*	97*	91*	93*
- O=C(O)c1nn(Cc2ccc(Cl)cc2Cl)c2ccccc12
 : 6	8	3	13	14	-2	11	11	0	-1	-20
- COC(=O)c1c(C)n(Cc2ccccc2)c2ccc(O)cc12
 : 1	17	4	0	14	16	3	4	16	2	25
- CCN(CC)CCCN=Cc1c(O)n(-c2cccc(C)c2C)c(=O)[nH]c1=O
 : 7	-6	-3	4	2	-16	4	-2	7	-14	-6
- C[C@H]1CN([C@@H](C)CO)C(=O)CCCn2nncc2CO[C@H]1CN(C)C(=O)Oc1ccccc1
 : 9	-17	x	24	2	-3	-3	-12	x	-9	-10
- CC1c2ccccc2-n2nncc2CN1C (configuration not stated)
 : 13	-1	x	3	-11	-104	-6	-13	-3	4	-2
- CCCCn1c(=O)c(C=Nc2cc([N+](=O)[O-])ccc2OC)c(O)n(CCCCl)c1=O
 : 7	-18	0	-8	3	5	2	-3	8	-7	-6
- CCN(CC)c1ccc(/C=C2/C(=O)NC(=O)N(CC3CCCO3)C2=O)cc1 (configuration not stated)
 : 3	3	3	0	-8	-36	22	-12	6	7	-7
- CC1(C)CC(=O)C=C(NCCN2CCN(C(=O)Cc3ccc(Cl)cc3)CC2)C1
 : -1	2	1	6	11	-6	-16	1	-10	-7	-1
- O=C(N=Nc1c(O)[nH]c(=O)[nH]c1=O)C1COc2ccccc2O1 (configuration not stated)
 : 11	6	0	1	10	-5	-6	-4	14	1	-10
- COC(=O)C1=C(c2cc3ccccc3s2)C[C@@H]2CC[C@H]1N2C(=O)NCC1CC1
 : -2	45	2	4	14	24	-1	-8	-4	-14	19
- CN1CCN(c2ccc(C(F)(F)F)cc2N)CC1
 : -44	-24	1	3	-32	12	-13	1	-5	-7	2
- CCC1C2CC3C4N(C)c5ccccc5C45CC(C2C5O)N3[C@@H]1O (some centres not stated)
 : 5	-24	2	-19	-3	-16	3	-17	2	-15	21
- CCOP(=O)(OCC)C1(C(=O)O)CCCC1
 : 13	-29	2	12	-3	17	6	2	0	-4	-12
- Cc1cc(/C=C2\C(=O)NC(=O)N(c3ccccc3)C2=O)c(C)n1-c1ccc(C(=O)O)c(Cl)c1
 : 12	16	x	-7	7	-13	22	-11	5	-14	1
- Cc1nc2cc(-c3ccccc3)nn2c(C)c1CCC(=O)N1CCC2(CC1)OCCO2
 : 70*	40	1	-6	-41	25	-8	2	41	-4	5
- Cc1ccccc1-c1ccc2n1Cc1cnnn1-c1ccccc1-2
 : 15	-12	x	-21	-3	-28	-6	6	-6	19	13
- N=c1ccccn1Cc1ccccc1
 : 3	14	1	-17	8	4	-19	14	19	-3	-18
- COc1cccc(OC)c1CN1CCCC(C(=O)c2cccc(Cl)c2)C1 (configuration not stated)
 : 8	25	3	-8	-2	-16	-22	10	5	16	-3
- Cc1ccc2c(c1)C1CN(C)CCC1N2C(=S)Nc1cccnc1 (configuration not stated)
 : 18	10	1	9	23	-26	-5	-7	-8	-1	5
- CC[C@H]1OC(=O)C[C@@H](O)[C@H](C)[C@@H](O[C@@H]2O[C@H](C)[C@@H](O[C@H]3C[C@@](C)(O)[C@@H](O)[C@H](C)O3)[C@H](N(C)C)[C@H]2O)[C@@H](CC=O)C[C@@H](C)C(=O)/C=C/C(C)=C/[C@@H]1CO[C@@H]1O[C@H](C)[C@@H](O)[C@@H](OC)[C@H]1OC
 : -4	0	x	-6	-8	4	2	8	-4	4	9
- CC1CCCN(C(=O)CN2C3CCC2CC(O)(c2ccc(F)cc2)C3)C1 (configuration not stated)
 : 12	39	0	-16	8	13	9	3	-11	-9	-2
- CCOc1cc(CNC(C)C(O)c2ccccc2)cc(Cl)c1OCC (configuration not stated)
 : 7	-8	0	-10	16	-15	7	4	1	2	-6
- CCCCCCCCCCCCn1ccc(=N)cc1
 : 51*	91*	0	-61*	72*	94*	64*	62*	80*	63*	74*
- CCC(=NCc1cccnc1)c1c(O)n(C2CCCCC2)c(=O)[nH]c1=O
 : 21	15	1	-13	22	-7	5	-3	9	-9	0
- CCCc1nc2ccccc2c(=O)n1-c1ccc(O)cc1
 : 9	-2	-1	1	-3	25	10	10	-2	9	4
- CCn1c(O)c(C=Nc2ccc(N3CCOCC3)c(Br)c2)c(=O)n(CC)c1=S
 : 15	5	2	-4	4	-3	35	44	37	0	17
- COC(=O)C1=C(c2ccc(OCc3ccccc3)cc2)C[C@@H]2CC[C@H]1N2C(=O)NCCCCc1ccccc1
 : 0	82	x	-4	16	-7	12	-5	x	3	24
- Cc1ccc(N2C(=O)NC(=O)C3(Cc4ccccc4N4CCCC43)C2=O)cc1 (configuration not stated)
 : 10	0	0	4	8	-7	4	-2	17	-5	11
- CCCC(=O)c1cc(CP(=O)(OCC)OCC)oc1C
 : 10	-1	0	6	9	17	6	1	x	9	8
- COc1ccc2c3c1OC1[C@H](O)CCC4[C@@H](C2)N(C)CC[C@]314 (some centres not stated)
 : 12	5	x	-2	-8	1	3	3	-3	-5	0

Compound activity from PubChem BioAssay.
